# Source: PubChem
# NPY2 pot ag: potentiators or agonists of human neuropeptide Y receptor Y2 | AID 1359 | activation, % at 3.6 µM | cells expressing NPY-Y2, potentiator/agonist read-out | 220,000 compounds, 0.45% hits | P49146; in the data active = activation above about 27%;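 also: cells stimulated with NPY near EC25 plus isoproterenol at EC100; 0% = vehicle plus submaximal agonist and 100% = vehicle plus saturating agonist; some results beyond the cut were filed as inactive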
# NPY Y1 blocker: NPY-Y1 (human) receptor antagonism; AID 1040; inhibition, % at 3.6 µM; 200,000 compounds, 1% hits; HEK293-CNG Y1 cells, membrane potential fluorescence; NPY at EC95, then isoproterenol;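 active = inhibition above the campaign mean inhibition of all tested compounds plus 3 SD, cut at about 20% in these data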;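 also: 0% = DMSO wells given NPY plus isoproterenol and 100% = isoproterenol alone without NPY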
#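 Test system – HEK293 Y1/CNG channel cell line · Also added – NPY agonist 25 nM, then isoproterenol 1 µM plus Ro 20-1724 25 µM · Compound dosing – one concentration, 3.6 µM, in 0.4% DMSO · Schedule – compound incubation 1 h at room temperature, readout 45 min post-stimulation · Technique – fluorescence, membrane potential probe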
# S1P4 antag: blocks the human S1P4 receptor | S1P4-expressing cells, antagonist mode, reporter read-out | inhibition, % at 4.98 µM | 220,000 compounds, 0.26% hits | AID 1510; in the data active = inhibition above about 29%;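 also: 0% = wells stimulated with agonist and 100% = vehicle wells without agonist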
# eIF4E 4G PPI: eIF4E/eIF4G interaction inhibition in translation initiation. P63073+Q04637. AID 782. 220,000 compounds, 0.37% hits. TR-FRET eIF4E-eIF4GI(517-606) binding, 2 h. inhibition, % at 21.7 µM;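 active = inhibition above about 30%, limit read from the data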;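 also: 0% = full FRET control wells and 100% = background wells lacking eIF4GI fragment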
# EP2 mod: EP2 receptor (human) modulation; P43116; AID 940; 260,000 compounds, 0.83% hits; induction, % at 25 µM; EP2-expressing cells, cAMP HTRF FRET, PGE2 co-stimulation;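 active = compounds whose cAMP rise, as percent of the full-agonist control response, exceeds 60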;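 also: rat C6 glioma line stably carrying human EP2 under a CMV promoter; the protocol text gives 20 µM as final concentration; 100% = response of wells given 1 µM PGE2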
# p97 ATPase inh: human p97 ATPase inhibition | AID 1481 | P55072 | recombinant p97 ATPase, Kinase-Glo ATP luminescence, 3 h | inhibition, % at 8 µM | 220,000 compounds, 0.42% hits; in the data active = inhibition above about 15%;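 also: 0% = DMSO vehicle and 100% = wells lacking enzyme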
# Target sequence (P55072 whole entry, looked up): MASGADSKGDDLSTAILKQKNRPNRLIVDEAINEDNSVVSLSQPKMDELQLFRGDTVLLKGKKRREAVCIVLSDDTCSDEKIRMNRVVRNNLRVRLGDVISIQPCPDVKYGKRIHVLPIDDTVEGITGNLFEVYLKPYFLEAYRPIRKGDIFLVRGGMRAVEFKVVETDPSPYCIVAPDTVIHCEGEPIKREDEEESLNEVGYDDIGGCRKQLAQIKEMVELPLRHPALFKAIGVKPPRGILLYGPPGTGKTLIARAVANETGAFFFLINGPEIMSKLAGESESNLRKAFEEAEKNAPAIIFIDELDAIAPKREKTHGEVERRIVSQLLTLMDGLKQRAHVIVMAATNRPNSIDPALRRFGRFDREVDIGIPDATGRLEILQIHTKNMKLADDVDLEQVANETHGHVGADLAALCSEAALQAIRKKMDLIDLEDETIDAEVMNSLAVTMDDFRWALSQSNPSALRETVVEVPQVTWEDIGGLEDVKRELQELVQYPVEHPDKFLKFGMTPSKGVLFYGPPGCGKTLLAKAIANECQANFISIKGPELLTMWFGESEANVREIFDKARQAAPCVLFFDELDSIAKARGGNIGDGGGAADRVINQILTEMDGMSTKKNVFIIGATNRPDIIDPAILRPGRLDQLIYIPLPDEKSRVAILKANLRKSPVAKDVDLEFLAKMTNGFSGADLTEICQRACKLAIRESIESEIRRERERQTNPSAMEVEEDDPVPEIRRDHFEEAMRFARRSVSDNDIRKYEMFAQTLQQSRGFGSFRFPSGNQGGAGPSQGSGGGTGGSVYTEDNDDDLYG
# EP2 antag: EP2 receptor (human) inhibition; P43116; C6 glioma cells expressing human EP2, cAMP TR-FRET; cells stimulated with saturating PGE2; inhibition, % at 25 µM; 260,000 compounds, 0.52% hits;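 active = percent inhibition above 40 after rounding to a whole number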;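 also: rat C6 glioma host cells with rolipram phosphodiesterase inhibitor present; the protocol text gives 20 µM as final concentration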
# S1P4 ag: agonists of human S1P4 receptor. S1P4-expressing cell line, agonist reporter assay. activation, % at 4.98 µM. 220,000 compounds, 0.35% hits; in the data active = activation above about 11%;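 also: 0% = DMSO vehicle and 100% = reference agonist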
# NPY-Y1 PAM-ag: potentiates or activates human NPY-Y1 receptor; activation, % at 3.6 µM; 220,000 compounds, 0.37% hits; P25929; AID 1304; NPY-Y1 expressing cells, potentiator/agonist activation; in the data active = activation above about 33%, passing the limit was not always enough;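 also: cells stimulated with NPY at EC10 then isoproterenol at EC100; 0% = low agonist plus stimulus and 100% = saturating agonist plus stimulus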
# * hit, by the source's call; nt = not tested or not shown; & = joins results of further samples; [ ] = another dose, or the depositor's remark. A portion of the library (hit frequency here may not be typical).
SMILES,NPY2 pot ag,NPY Y1 blocker,S1P4 antag,eIF4E 4G PPI,EP2 mod,p97 ATPase inh,EP2 antag,S1P4 ag,NPY-Y1 PAM-ag
CC(=O)Nc1ccc2nc(NC(=O)c3ccc([N+](=O)[O-])s3)sc2c1,2,nt,0,-14,-22,8,11,1.6,24
COc1ccccc1OCCSc1nc2ccccc2c(=O)[nH]1,-3,-9,-12,-3,-13,1,16,0.1,1
COc1ccccc1NC(=O)CSCc1ccc([N+](=O)[O-])cc1,-1,3,-3,4,24,1,9,-1.0,3
Cc1cc(C(=O)NNC(=O)c2ccc(S(=O)(=O)N(C)C)cc2)c(C)o1,-2,-4,-2,-3[fluorescence artefact?],18,5,8,1.8,-33
COc1ccc(Cl)cc1S(=O)(=O)Nc1ccncc1,-11,4,4,1,4,4,5,0.8,14
CCOC(=O)c1c(C)[nH]c(-c2csc(C)n2)c1C,4,5,-22,-1,-47,3,5,1.2,19
S=C(NCc1ccccc1)NC1CCCCC1,-5,-1,-11,-4,-9,6,11,3.5,5
COc1ccc(C(=O)Nc2ccccc2-c2ccccc2)cc1Cl,2,16,-18,2,31,4,5,0.4,6
Cc1ccc2cccc(SCC(=O)NCc3ccco3)c2n1,2,3,-28,3,6,2,17,2.6,6
O=C(Nc1cc([N+](=O)[O-])ccc1Cl)C1CC1,8,3,-3,9,41,2,7,-0.3,1
Cc1noc(C)c1CN(C(=S)NC1CC2CCC1C2)c1ccccc1 (configuration not stated),12,4,-6,-2,60,-3,1,2.3,-6
CC1(C)CC(=O)C2=C(C1)N(Cc1ccco1)C(=O)NC2(C(F)(F)F)C(F)(F)F,-2,-6,5,8,26,-8,11,1.6,-19
CCn1nc(C)c(Br)c1-c1nc(-c2ccc(C)cc2)no1,-1,nt,11,2,6,-5,15,2.9,-42
Cc1cc2n(n1)SC(Nc1ccccc1)N2 (configuration not stated),1,-2,-36,1,9,4,10,0.3,-12
CN(C)S(=O)(=O)c1ccc(-c2csnn2)s1,6,-7,-22,-14[fluorescence artefact?],28,-6,9,1.1,-3
O=C(NC(=S)NNS(=O)(=O)c1ccccc1)c1cccnc1,7,0,-12,-4,25,2,6,1.9,1
COC(=O)Nc1ccc2c(c1)OCO2,19,-3,5,2[fluorescence artefact?],33,4,15,0.7,2
O=C(NNc1c2ccccc2nc2ccccc12)c1cc2ccccc2cc1O,9,-5,1,-6,-18,1,11,-0.6,3
S=c1[nH]c(-c2ccccc2)cn1/N=C/c1cccs1,3,nt,-17,1,-10,8,14,-0.5,15
O=C(CSc1ccc(-c2ccccn2)nn1)c1ccc([N+](=O)[O-])cc1,1,-2,-23,-7,-60,-5,6,0.0,-16
CC(NC(=O)c1ccccc1O)c1ccccc1 (configuration not stated),8,9,-18,-2[fluorescence artefact?],33,-1,9,0.8,20
Cn1c(OCc2cccnc2)nc2c1c(=O)n(Cc1ccccc1)c(=O)n2C,12,2,11,8,6,-3,9,0.4,-21
O=C(c1cccs1)N(CCO)Cc1cc2cc3c(cc2[nH]c1=O)OCCO3,-13,2,6,4,29,-3,16,-0.3,7
CC1CN(c2ccc([N+](=O)[O-])cc2Cl)CCN1S(C)(=O)=O (configuration not stated),-1,nt,13,-1,-7,4,4,0.3,9
COC(=O)c1ccc(C(NC(=O)OCc2ccccc2)/C(F)=C/[C@@H](C)C(=O)NCc2ccc(OC)c(OC)c2)cc1 (some centres not stated),-3,-1,5,5,23,-3,8,0.1,-19
Cc1ccc(NC(=O)c2ccc(-c3nn(C)c(=O)c4ccccc34)cc2)cc1,-6,5,-17,7[fluorescence artefact?],15,2,2,2.2,-23
CC1CCCCC1NC(=O)c1cn(C)c2ccc(S(=O)(=O)N3CCCC3)cc2c1=O (configuration not stated),12,4,-11,3,3,3,6,-0.6,4
COc1ccc(NC(C)=O)c(C)c1,4,0,8,0,-1,5,3,-0.4,14
Cn1cccc1Cc1nnc(SCC(=O)N2CCCC2)n1CCc1ccccc1,4,1,-3,2,18,4,3,-0.7,9
COCCNc1oc(-c2ccccc2Cl)nc1C#N,-12,0,-9,-3,9,3,9,2.9,-13
Cc1ccc(C(=O)C(C)Oc2cccc(NC(=O)c3ccco3)c2)cc1 (configuration not stated),-4,-1,12,2,-169&-64,3,18&12,-0.4,-6
O=C(OCc1c(Cl)cccc1Cl)c1cccnc1Cl,-4,3,10,1,46,3,3,-1.5,7
CCOC(=O)N1CCN(S(=O)(=O)c2c(C)[nH]c(=O)[nH]c2=O)CC1,8,-2,-8,2,11,10,nt,-0.2,7
CCOC(=O)Cc1csc(NC(=S)NC(=O)c2ccccc2C)n1,-16,-4,-3,-5,12,3,15,2.9,-11
Cc1cc(OCc2ccc(C(=O)NN=C3CCCC3)cc2)ccc1Cl,-12,4,-13,6,-29,1,2,-0.1,-18
Cc1cc2oc(=O)cc(CN3CCN(C/C=C/c4ccccc4)CC3)c2cc1O,5,6,-6,-15,-34,2,16,-1.7,-11
N#CCCN(C(=O)COc1ccc(Br)cc1F)c1ccc(F)cc1,-2,10,-17,-4,-19,0,7,0.0,-2
N=c1sccn1CC(=O)Nc1cccc(S(N)(=O)=O)c1,-4,nt,-1,-3,7,7,1,-0.7,10
O=CNNC(=O)c1cccc([N+](=O)[O-])c1,8,1,-5,-4,30,4,11,1.4,5
Cc1cccc(COCC(Cc2ccccc2)N2CCN(C(=O)c3ccc(C(F)(F)F)cc3)CCC2=O)c1 (configuration not stated),-10,4,0,-6,18,2,3,0.4,-35
O=C(CSc1n[nH]c(=O)[nH]c1=O)c1ccccc1,-20,4,-4,-3,-5,-3,11,1.8,-17
COc1ccc(Nc2nc(N/N=C/c3ccc(N(C)C)cc3)nc(C)c2[N+](=O)[O-])cc1,-2,-3,-6,14,-7,3,8,4.2,17
O=C(CNc1ccc2ccccc2c1)N/N=C/c1cc2ccccc2nc1Cl,-7,0,5,-1,-20,6,7,-0.2,-21
CCC(=O)Nc1nc(C)nc(C)c1C(C)=O,-11,9,-11,-2[fluorescence artefact?],23,3,7,1.9,1
COCCN1Cc2cccc(C(=O)Nc3ccc(C)cc3)c2C1=O,12,1,-14,1,-2,1,2,2.1,-4
CCCNC(=O)N1CCCC(C(=O)c2cccc(Cl)c2)C1 (configuration not stated),-22,2,-5,-3,-7,-2,6,1.5,-7
CCN(CC)CC(=O)Nc1ccc(/C(C)=N/NC2=NCCN2)cc1,10,-2,-18,-3,-11,1,7,0.2,10
Cc1sc(NC(=O)/C=C/c2ccc(C(C)C)cc2)c(C#N)c1C,-8,-2,7,-9,-7,0,9,0.9,25
CCOCC(=O)Nc1ccc(Br)c(C)c1,2,1,-13,3,-29,-1,6,-0.4,4
CC(C)(C)NC(=O)NC(=O)COC(=O)Cc1coc2ccc3ccccc3c12,-7,5,-9,-3,-37,-9,-1,-1.7,-45
CCCCNC(=S)NC(=O)c1ccc([N+](=O)[O-])cc1,-5,4,-2,5,-3,-2,11,3.5,-6
O=C(NCCCN1CCCC1=O)c1cccc(C(F)(F)F)c1,3,5,-6,-2,6,5,5,1.0,6
O=C(CN1C(=O)CC(c2ccccc2)Sc2ccccc21)NCC1CCCO1 (configuration not stated),-2,19,0,-1,-9,4,5,2.1,2
Cc1ccc(NC(=S)NNC(=O)Cn2nc(C(F)F)cc2C(F)F)cc1,9,-4,-7,-2,24,-6,0,-0.7,5
O=C(CN(c1ccc(F)cc1)S(=O)(=O)c1ccccc1)NCCSC1CCCCC1,-5,-1,-7,6,3,-1,4,-0.5,6
COc1cc(CC(NC(C)=O)C(=O)NC2CCN(c3c4c(nc5ncnn35)CCC4)CC2)cc(OC)c1 (configuration not stated),10,4,-18,-1,0,5,5,1.6,18
CCOC(=O)CC1C(=O)NCCN1C(=S)Nc1ccccc1 (configuration not stated),5,4,-20,-3,24,6,5,-1.2,1
N#Cc1nc(Cc2cccc3ccccc23)oc1NCCN1CCOCC1,1,-4,2,-1[fluorescence artefact?],6,1,20,-2.3,0
COc1ccc(C(=O)CCNc2ccc(F)cc2)cc1,-24,nt,0,2,-20,-6,5,-1.6,-7
C[C@H](NC(=O)c1nc[nH]c1C(=O)NC(c1ccccc1)c1ccccc1)C(=O)OC(C)(C)C,7,-1,1,-2,40,7,8,5.0,-2
# Next part.
SMILES,NPY2 pot ag,NPY Y1 blocker,S1P4 antag,eIF4E 4G PPI,EP2 mod,p97 ATPase inh,EP2 antag,S1P4 ag,NPY-Y1 PAM-ag
COC(=O)CN(Cc1ccccc1)S(=O)(=O)c1ccc(OC)c(OC)c1,10,-3,-15,-4,-2,3,6,1.5,11
CCC1C(=O)CC(c2ccco2)NC1c1ccco1 (configuration not stated),-1,1,-14,0,12,3,12,-1.3,-18
Cc1sc2ncnc(SCC(=O)c3cccs3)c2c1C,-1,-6,-7,-4[fluorescence artefact?],23,-1,14,-0.3,-11
CCN(CC)C(=O)c1cc2sc3ccccc3c2s1,15,1,-27,0,-22,-3,6,-1.1,14
COCCNC(=O)C(=O)N/N=C(\C)CC(=O)Nc1ccc(Cl)cc1Cl,-3,-3,-14,12,-4,0,4,-0.7,15
COc1ccc(N2CC(C(=O)OCC(=O)c3ccc(C)cc3)CC2=O)cc1 (configuration not stated),-6,0,-5,1,-101&-63,6,8&6,1.3,-5
CCCn1c(SCC(=O)Nc2ccc(C(=O)Nc3ccccc3OC)cc2)n[nH]c1=O,6,-7,-10,0,-44,5,9,2.2,0
CCn1c(=N)c(S(=O)(=O)c2ccccc2)cc2c(=O)n3ccccc3nc21,-9,-3,-9,-3,15,-2,4,0.4,3
O=C(c1ccccc1Cl)N1N=C(c2ccc(Br)cc2)CC1c1nc2ccccc2[nH]1 (configuration not stated),-2,6,9,-3,35,5,7,-1.1,10
O=C(NC1(C(F)(F)F)N=C(c2ccccc2)NC1=O)c1ccccc1 (configuration not stated),-5,4,-10,-3,18,-3,15,-0.3,2
C/C(CCc1ccccc1)=N\NC(=O)c1ccc(CN2CCOCC2)cc1,-6,-2,-4,2,17,6,5,-1.4,12
O=C(CC1Sc2ccccc2NC1=O)NNC(=O)Nc1ccc(Cl)cc1 (configuration not stated),-2,nt,18,4,-14,13,10,-0.4,-7
CC1=C(C(=O)NCc2ccc3c(c2)OCO3)C2(CCC(C)CC2)OC1=O (configuration not stated),8,2,-15,3,-7,3,11,-1.0,-4
O=C(CSc1cccc2cccnc12)OCC(=O)c1ccc(Br)cc1,-10,7,-12,-15,5,0,13,-1.7,10
Cc1ccc(N=Nc2c(O)[nH]c3ccc(F)cc23)cc1,-10,nt,-6,-2,1,-10,1,-0.5,-8

# Some of these compounds in order of the p97 ATPase inh value, ascending:
canonical_smiles,NPY2 pot ag,NPY Y1 blocker,S1P4 antag,eIF4E 4G PPI,EP2 mod,p97 ATPase inh,S1P4 ag,NPY-Y1 PAM-ag
CCN(CC)C(=O)c1cc2sc3ccccc3c2s1,15,1,-27,0,-22,-3,-1.1,14
CCn1c(=N)c(S(=O)(=O)c2ccccc2)cc2c(=O)n3ccccc3nc21,-9,-3,-9,-3,15,-2,0.4,3
O=C(CSc1cccc2cccnc12)OCC(=O)c1ccc(Br)cc1,-10,7,-12,-15,5,0,-1.7,10
COC(=O)CN(Cc1ccccc1)S(=O)(=O)c1ccc(OC)c(OC)c1,10,-3,-15,-4,-2,3,1.5,11
O=C(CC1Sc2ccccc2NC1=O)NNC(=O)Nc1ccc(Cl)cc1 (configuration not stated),-2,nt,18,4,-14,13,-0.4,-7
